IDE act: IDE (human) activation, cell-based | P14735 | HEK cells, FAbeta-B cleavage, fluorescence polarization; 0% vehicle, 100% cell-free pure enzyme wells | activation, % at 5.96 µM | AID 493087 | 340,000 tested, 0.073% active;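 active means activation above the mean of all tested compounds plus 3 SD, set per screening campaign, cut at about 17% in these data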
pCIP destab: p/CIP protein destabilization. 290,000 tested, 0.01% active. F442A p/CIP-EGFP cells, EGFP fluorescence, 16 h. decrease of EGFP signal, % at 10 µM. AID 1984. Q05BA5;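 active means EGFP signal decrease of at least 30% at 10 µM or well 3 SD below plate mean, unless failing retest; inactive means the rest, including hits failing retest or dose response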; further: some compounds called inactive have numbers as strong as hits; many of its hits are not listed in these tables
Target sequence (Q05BA5 1-1403): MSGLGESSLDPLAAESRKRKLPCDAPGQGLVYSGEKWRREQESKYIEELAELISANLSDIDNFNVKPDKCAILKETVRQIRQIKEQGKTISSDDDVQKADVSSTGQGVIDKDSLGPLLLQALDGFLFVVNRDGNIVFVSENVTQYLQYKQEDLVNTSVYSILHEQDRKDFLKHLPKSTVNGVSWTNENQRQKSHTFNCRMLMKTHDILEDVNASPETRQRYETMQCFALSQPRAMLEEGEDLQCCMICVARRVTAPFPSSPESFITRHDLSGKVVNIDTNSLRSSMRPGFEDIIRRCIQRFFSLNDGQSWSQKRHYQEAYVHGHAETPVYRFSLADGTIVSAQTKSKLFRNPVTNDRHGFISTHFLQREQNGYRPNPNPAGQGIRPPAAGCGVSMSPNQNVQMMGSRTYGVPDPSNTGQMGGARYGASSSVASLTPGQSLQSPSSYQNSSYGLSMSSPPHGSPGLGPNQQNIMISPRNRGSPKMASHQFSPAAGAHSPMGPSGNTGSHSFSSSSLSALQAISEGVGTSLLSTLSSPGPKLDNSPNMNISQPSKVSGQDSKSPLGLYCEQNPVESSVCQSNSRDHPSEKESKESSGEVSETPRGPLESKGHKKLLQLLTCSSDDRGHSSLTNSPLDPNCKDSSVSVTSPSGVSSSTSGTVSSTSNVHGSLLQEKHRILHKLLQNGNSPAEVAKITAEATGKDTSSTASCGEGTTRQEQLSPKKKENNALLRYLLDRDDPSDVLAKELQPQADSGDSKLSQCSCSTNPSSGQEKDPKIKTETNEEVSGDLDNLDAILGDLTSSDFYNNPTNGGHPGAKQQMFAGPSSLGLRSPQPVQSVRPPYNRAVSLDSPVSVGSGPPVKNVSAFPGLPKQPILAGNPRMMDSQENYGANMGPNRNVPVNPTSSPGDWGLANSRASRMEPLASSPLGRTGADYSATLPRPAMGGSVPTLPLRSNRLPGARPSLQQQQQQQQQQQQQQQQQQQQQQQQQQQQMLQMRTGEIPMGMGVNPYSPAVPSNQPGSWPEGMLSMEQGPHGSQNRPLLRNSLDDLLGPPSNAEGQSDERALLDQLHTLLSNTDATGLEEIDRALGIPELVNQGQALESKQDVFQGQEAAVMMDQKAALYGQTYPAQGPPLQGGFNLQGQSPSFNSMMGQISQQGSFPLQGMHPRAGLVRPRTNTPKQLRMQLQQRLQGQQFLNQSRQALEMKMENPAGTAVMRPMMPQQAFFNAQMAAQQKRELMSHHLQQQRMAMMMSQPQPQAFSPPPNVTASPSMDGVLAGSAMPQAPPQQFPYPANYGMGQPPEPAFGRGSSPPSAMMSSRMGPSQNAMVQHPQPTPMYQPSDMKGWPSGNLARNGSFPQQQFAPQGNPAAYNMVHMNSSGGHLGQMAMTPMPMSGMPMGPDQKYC
CHRM4 PAM: potentiates acetylcholine response at human M4 receptor | P08173 | activation, % at 3 µM | AID 624126 | 360,000 tested, 0.4% active | CHO-K1 hM4/Gqi5, Fluo-8 calcium fluorescence, ACh EC20; 0% = ACh EC20, 100% = maximal ACh;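 active means activation above its plate's cutoff, the mean activation of sample wells plus 3 SD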; further: some results filed as inactive read as strong as hits
IDE cell inh: inhibitors of human insulin-degrading enzyme in cells; HEK cells, FAbetaB cleavage, fluorescence polarization; 320,000 tested, 0.41% active; inhibition, % at 5.59 µM; AID 434962; P14735;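 active means percent inhibition above the average of all tested compounds plus 3 SD, set per screening campaign, cut at about 16% in these data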;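 further: IDE supplied by intact live HEK cells; FP after avidin binding of uncleaved biotin substrate so inhibition keeps polarization high; 0% = DMSO wells and 100% = 60 µM reference IDE inhibitor Ii1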
CRFBP-R2 block: blocks CRF-induced signaling of the CRF-BP/CRF-R2 complex; AID 588475; 350,000 tested, 0.59% active; inhibition, % at 11.8 µM; HEK293 CRF-R2/CRF-BP, CRF-induced calcium fluorescence;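 active means inhibition of the ligand-induced calcium signal above about 50% at the single tested concentration, limit read from the data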
CRFBP-R2 agonist: CRF-BP/CRF-R2 complex agonism. HEK293 CRF-R2/CRF-BP, calcium dye fluorescence (FLIPR); percent of saturating CRF peptide response. activation, % at 13.2 µM. 350,000 tested, 0.46% active;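 active means activation of at least 50%, plus an integration ratio under a set limit after plate pattern correction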;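 further: plate controls were neutral control wells without compound for no effect and CRF at EC100 for full effect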
GalR3 antagonist: blocks the human galanin receptor 3; HEK293 GalR3-CNG cAMP membrane potential fluorescence; galR3 body fused to GalR1 C-terminus; inhibition, % at 3 µM; 360,000 tested, 0.44% active; O60755; AID 651719;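 active means inhibition above the screen-wide average plus 3 SD, cut at about 13% in these data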;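 further: forskolin and galanin both at EC90 stimulate the cells; cAMP rise reported by CNG channel membrane potential dye signal; 0% = forskolin plus galanin with DMSO and 100% = forskolin alone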
MEKK3 PB1 HTS: MEKK3-MEK5 PB1 interaction, increase or decrease. binding response (% of control), % at 10 µM. 290,000 tested, 1.4% active. AID 1529. bead-based flow cytometry, Alexa488-MEK5 binding to MEKK3; actives lie on both sides; 0 = blocked by unlabeled MEK5, 100 = vehicle;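 active means binding response more than 3 SD above or below the average of its plate-row segment, actives on both sides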;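 further: Alexa488 bead fluorescence after subtracting the streptavidin-only scavenger bead signal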
PHOSPHO1 inh: blocks human PHOSPHO1 phosphatase activity | Q8TCT1 | recombinant PHOSPHO1, absorbance phosphatase assay | inhibition, % at 13.3 µM | 290,000 tested, 1.1% active | AID 1565; in the data active means inhibition above about 60%
Starred values were filed as active, the others as inactive; · = not tested or not shown.

IDE cell inh	CHRM4 PAM	MEKK3 PB1 HTS	PHOSPHO1 inh	IDE act	pCIP destab	CRFBP-R2 agonist	CRFBP-R2 block	GalR3 antagonist	canonical_smiles
1	4	80	26	2	-5	1.4	-3	·	CC1(OC(=O)C2CCCC2)C(=O)C=C2C=C3CCCCN3C=C2C1=O (configuration not stated)
3	-1	93	24	5	1	-4.3	-6	3	Cc1noc(C)c1CCC(=O)N1CCCC(CO)(Cc2ccccc2)C1 (configuration not stated)
-1	-5	100	12	1	-6	-0.2	-10	-5	O=c1[nH]cnc2scc(-c3ccc(-c4ccccc4)cc3)c12
5	-6	97	33	3	7	5.8	-8	-2	N=c1sccn1CC(=O)Nc1ccc(Cl)cc1[N+](=O)[O-]
6	1	102	-2	0	-6	-0.5	-3	1	O=C(CN(CCO)c1ccccc1)NC12CC3CC(CC(C3)C1)C2
3	2	99	24	3	4	3.3	9	-5	CN(C)C(=O)CSc1nnc(Cc2ccc3c(c2)OCO3)o1
4	-13	92	12	-23	15	-3.7	14	3	O=C(c1ccc(=O)[nH]n1)N1CCN(S(=O)(=O)c2ccc3ccccc3c2)CC1
·	2	·	·	·	·	-0.8	2	-4	COc1cc2ccc(NC(C)=O)cc2cc1OC
5	-3	99	24	0	0	-0.2	1	0	O=C(COC(=O)c1cnccn1)c1ccc(Cl)c([N+](=O)[O-])c1
1	-4	99	53	8	-5	-2.4	-12	-2	COc1cccc2cc(-c3nnc(SCC(=O)Nc4nc(C)cs4)n3C)oc12
2	18	·	·	1	·	-4.4	0	-4	COc1ccc(C(C)(C)C)cc1NC(=O)c1ccccc1-n1cnnn1
2	13	97	4	6	-6	0.2	-2	-2	O=C(CSc1nnc(C2CC2)n1-c1ccccc1)NCCc1ccccc1
0	9	101	25	4	1	1.1	-22	-5	COc1nc(N2CCCCCC2)nc(N2CCCCCC2)n1
1	4	99	4	3	-8	-1.0	28	0	CC(=O)Nc1ccc(N=Cc2ccc(OCc3ccccc3)cc2)cc1
3	3	97	-7	2	-1	34	28	-2	O=C(NC1CC1)C1=NOC(CNc2ncc(C(F)(F)F)cc2Cl)C1 (configuration not stated)
-2	-5	94	-6	0	-1	-0.4	14	-3	COc1ccc(C(=O)Nc2ccc(S(=O)(=O)N3CCCC3)cc2)c(OC)c1
-8	2	97	-17	2	-2	-1.6	15	-4	CCCS(=O)(=O)N1CCN(C(=O)c2cccs2)CC1
0	-1	106	-4	0	5	0.1	0	-6	COc1ccc(NC(=O)C2CCCO2)cc1OC (configuration not stated)
-1	-6	96	-98	2	-4	1.9	57*	-1	COc1ccc(-c2csc(NC(=O)CN3C(=O)C4CC=CCC4C3=O)n2)cc1OC (configuration not stated)
8	-34	90	32	-6	-4	0.5	-7	-5	CSc1ccc(C(=O)C2CCCN(Cc3cccc4nccnc34)C2)cc1 (configuration not stated)
-3	15	100	-1	-5	-25	-0.8	9	-1	CCOC(=O)c1cc(C)n(Cc2ccccc2)c1C
1	-8	102	-21	2	-6	-2.1	-5	6	O=C(NCCc1ccccc1)c1ccc2nc(N3CCOCC3)sc2c1
·	4	·	·	·	·	-0.1	-2	-7	CCOC(=O)c1ccc(S(=O)(=O)N2CCC(C(=O)NCC3COc4ccccc4O3)CC2)cc1 (configuration not stated)
3	0	100	13	-4	-12	-0.7	-21	-5	N#Cc1c(NC(=O)CSc2ncn[nH]2)sc2c1CCCC2
4	-9	103	24	-3	-5	0.6	-3	-11	CCN1CCCC1CNC(=O)CN(C)S(=O)(=O)c1ccc(Cl)cc1 (configuration not stated)
6	5	103	15	-1	-5	-1.4	-2	·	CC1CCN(C(=O)CN2C(=O)C(=O)c3ccccc32)CC1
0	9	101	33	6	-8	25	-9	·	COc1ccc(-c2noc(N3CCC(C(=O)NCCCN4CCCCC4)CC3)n2)cc1
-2	-11	100	11	7	-4	1.3	10	-7	CN(Cc1c(C(=O)N/N=C/c2c(F)cccc2Cl)nnn1-c1nonc1N)c1ccccc1
4	9	101	32	2	0	-0.2	42	-3	CC(=O)c1ccc(NC(=O)C2CCCN(S(=O)(=O)c3c(C)[nH]c(=O)[nH]c3=O)C2)cc1 (configuration not stated)
5	-6	103	15	4	-7	0.1	1	·	O=C(CCn1c(=O)oc2ccccc21)NCc1ccco1
·	4	·	·	0	·	5.0	11	2	CC(C)(C)S(=O)N1Cc2cc(=O)n(Cc3ccccc3)c(CCO)c2[C@@H]1CCO (some centres not stated)
4	0	88	6	7	-20	0.3	-1	-1	OCCCNC(=S)Nc1ccc(Br)cc1Cl
2	-5	97	-2	3	-5	-0.5	-6	-5	O=C(NCc1ccco1)c1cccc(NC(=O)c2ccco2)c1
7	-2	111	2	7	-10	-2.2	-26	0	CC(NCC(O)COC1CCC(C(C)(C)C)CC1)c1ccccc1 (configuration not stated)
-4	-2	103	20	7	-22	-1.4	-3	-4	O=C(CCc1ccccc1)NCc1cccnc1
-3	-16	103	30	1	-11	-0.3	15	-1	Cc1ccc(NCC(=O)N/N=C/c2ccc(OC(=O)c3ccco3)cc2)cc1
2	7	89	2	5	-3	-0.6	6	-2	CS(=O)(=O)N1CCN(C(=O)c2ccncc2)CC1
-1	7	92	31	-2	0	0.3	-1	4	c1ccc(CN2OCC3Cn4c(nc5ccccc54)C32)cc1 (configuration not stated)
-1	-27	125	-19	-3	-1	-3.7	-12	-5	CCOC(=O)CNS(=O)(=O)c1cc(-c2nnc(Nc3ccc4c(c3)OCO4)c3ccccc23)ccc1C
·	2	·	·	-2	·	-5.3	29	-3	O=C(c1ccc(Cl)cc1)c1cccc(O)c1
·	3	·	·	5	·	1.8	10	-6	CC[C@]1(C(=O)OC)[C@H]2C(=O)N(C)C(=O)[C@H]2[C@H]2CN(C)C(=NC)N21
0	0	101	30	4	-3	-0.1	-10	-6	O=C(NC1CCCC1)C(c1ccncc1)N(C(=O)c1csnn1)c1ccc(F)cc1 (configuration not stated)
-6	2	·	·	3	·	-2.4	-1	3	Cc1ccc(C(=O)Nc2cccc(-c3ccc(N4CCOCC4)nn3)c2)cc1
-4	8	86	-8	7	-8	-0.5	13	-5	O=C(COC(=O)COc1ccccc1F)Nc1ccc(Cl)cn1
0	10	101	-4	-2	0	-2.3	7	-1	COCCNc1nc2c(c(=O)n(C)c(=O)n2C)n1Cc1cccc(C(F)(F)F)c1
3	9	98	28	4	-18	0.1	13	-4	NS(=O)(=O)c1ccc(Cl)c(C(=O)Nc2ccccc2[N+](=O)[O-])c1
4	22	101	0	-2	-2	2.3	-9	0	CCN(CC)c1nc(-c2ccccc2)cc(C(F)(F)F)c1C#N
6	1	149*	-12	4	-2	-1.3	-5	-1	Cc1cc(C)c(C#N)c(Cl)n1
-1	0	77	10	5	-21	0.9	-5	-6	COc1ccc(-c2ncn(CCC#N)c2[N+](=O)[O-])cc1
-6	3	99	35	-4	-9	0.6	-3	-6	CC(C)(C)[C@@H]1C=C(C(N)=O)O[C@H](OCc2ccc(CO)cc2)C1
3	0	97	30	7	0	2.2	-8	-2	CC1CC(c2ccccc2)=Nc2ccccc2N1 (configuration not stated)
0	1	·	·	0	·	-2.4	8	6	COc1ccc(S(=O)(=O)N(C)C[C@H]2Oc3ccc(NC(=O)Cc4ccccc4)cc3C(=O)N([C@H](C)CO)C[C@@H]2C)cc1
3	0	105	2	3	-2	-0.9	-5	2	O=C(Nc1ccccc1N1CCN(C(=O)c2ccccc2)CC1)c1cc2ccccc2o1
11	2	97	-1	3	-3	1.1	19	-6	Cc1cc(NC(=O)CN2CCN(S(=O)(=O)c3ccc(Cl)cc3)CC2)no1
0	3	·	·	4	·	-3.4	-1	7	CN(Cc1ccco1)c1ncnc2ccc(-c3ccc4c(ccn4C)c3)cc12
·	15	·	·	4	·	0.3	30	0	CCOc1ccc(-n2ccn(CC(=O)NCCc3ccccc3)c(=O)c2=O)cc1
-3	2	96	25	0	-3	1.9	-11	0	COc1ccc(OCC(=O)Nc2nnc(S(=O)(=O)N3CCCCCC3)s2)cc1
7	-1	112	18	3	-13	0.1	25	0	COc1ccc2cc3cc(C(=O)Nc4ccc5c(c4)OCCO5)oc3nc2c1
4	-4	99	-24	-5	-1	1.9	-3	-9	COc1ccccc1C1C(C#N)=C(N)Oc2c1c(-c1ccccc1)nn2-c1ccccc1 (configuration not stated)
·	-15	·	·	1	·	-0.4	-9	-9	S=C1NC[C@H](Cc2ccccc2)N1CC1CCN(CCCCc2ccccc2)CC1

Sorted by length of the SMILES (lowest first): four of the compounds above
IDE cell inh	CHRM4 PAM	MEKK3 PB1 HTS	PHOSPHO1 inh	IDE act	pCIP destab	CRFBP-R2 agonist	CRFBP-R2 block	GalR3 antagonist	canonical_smiles
5	-6	103	15	4	-7	0.1	1	·	O=C(CCn1c(=O)oc2ccccc21)NCc1ccco1
3	0	100	13	-4	-12	-0.7	-21	-5	N#Cc1c(NC(=O)CSc2ncn[nH]2)sc2c1CCCC2
7	-2	111	2	7	-10	-2.2	-26	0	CC(NCC(O)COC1CCC(C(C)(C)C)CC1)c1ccccc1 (configuration not stated)
-6	2	·	·	3	·	-2.4	-1	3	Cc1ccc(C(=O)Nc2cccc(-c3ccc(N4CCOCC4)nn3)c2)cc1

Continued:
IDE cell inh	CHRM4 PAM	MEKK3 PB1 HTS	PHOSPHO1 inh	IDE act	pCIP destab	CRFBP-R2 agonist	CRFBP-R2 block	GalR3 antagonist	canonical_smiles
-1	1	·	51	3	-34	0.1	-69	-7	Cc1cc2ncn(-c3ncnc4sc5c(c34)CCC(C)C5)c2cc1C (configuration not stated)
2	0	97	0	6	-4	-1.2	-5	-2	O=S(=O)(NCc1ccco1)c1cnc(Cl)c(Br)c1
5	-3	·	·	1	·	-1.6	0	-2	Cc1ccccc1C[n+]1cccc2ccccc21
-1	4	82	24	6	4	-0.3	10	-11	CCc1nnc(NS(=O)(=O)c2ccc(NC(=O)/C=C/C(=O)O)cc2)s1
-2	4	88	-3	4	-4	1.1	16	1	Cc1ccccc1C(=O)N/N=C/c1ccsc1C
2	-7	·	·	9	·	0.1	8	-6	COc1ccc(N(C)S(=O)(=O)c2cccc(C(=O)OCC(=O)N3CC(C)CC(C)C3)c2)cc1 (configuration not stated)
5	-4	·	·	-3	·	1.5	-5	-1	O=C(COc1ccc([N+](=O)[O-])cc1)Nc1ccc2[nH]c(=O)[nH]c2c1
-3	7	101	-33	3	9	0.6	3	-5	O=C1c2ccccc2C2NC(=O)C3(CCCCC3)N12 (configuration not stated)
-1	8	107	-2	3	11	1.8	-17	-5	COc1cccc(NC(=O)c2cccnc2)c1
4	4	94	24	-2	-2	-0.4	-3	-6	NC(=O)C1CCN(C(=O)COc2ccc3c4c(c(=O)oc3c2)CCCC4)CC1
1	1	111	24	3	-6	1.1	-34	-9	COc1ccc2[nH]c(C)c(C(=O)CN3CCN(C/C=C/c4ccccc4)CC3)c2c1
2	-12	98	24	3	-14	4.0	9	-2	FC(F)Sc1ccc(NC(=S)NC2CCCC2)cc1
-1	4	104	32	-2	-5	-2.1	-2	-3	CCOc1ccccc1NC(=O)NCc1ccc(F)cc1
·	5	·	·	2	·	4.5	-6	-5	O=C1OCC2=C1C(c1ccc3c(c1)OCO3)c1cc3c(cc1O2)OCO3 (configuration not stated)
-4	-11	101	33	4	-8	0.9	5	-7	O=C(c1ccc(OC2CCN(Cc3ccccn3)CC2)cc1)N1CCCCCC1
0	6	96	-6	6	3	-0.3	-8	-2	CN1CCC2(CC1)N=C(c1ccc(F)cc1)C(=S)N2C(=O)c1ccccc1
0	5	104	15	3	-9	-0.7	11	-2	COc1ccc(N2CCn3c2nc2c3c(=O)n(CCCc3ccccc3)c(=O)n2C)c(OC)c1
-2	2	89	32	1	6	-4.7	6	1	Cc1cccc(N2CCN(Cc3cnc(Cl)s3)CC2C)c1 (configuration not stated)
